Mito fusion act: qHTS Assay for Small Molecule Inhibitors of Mitochondrial Division or Activators of Mitochondrial Fusion. S. cerevisiae fusion-defective mutant growth rescue, CellTiterGlo 48 h. Potency, µM (highest dose often 46.1 µM), without a hit: at the top dose growth rescue (activation), most hits filed as activators. 320,000 tested, 0.23% active. AID 485298, 2010;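 note: potency is the fitted concentration of half-maximal effect; % of control where 0% means no effect; nearly all actives have a fitted effect of over 45% in size; temperature-sensitive fusion mutants such as fzo1-1 at 37 °C on non-fermentable ethanol glycerol medium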
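Growth-rescue viability read-out: after 48 h at the non-permissive 37C in glycerol/ethanol YPEG, yeast mitochondrial fusion mutants are measured by CellTiterGlo luminescence; compounds (23 nl pinned per well) restoring growth score as division inhibitors or fusion activators.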
TRPV1 agonist: HTS Assay for Compounds that Act as Agonists of the Vanilloid Receptor 1; 320,000 tested, 0.19% active; AID 540275, 2011; activation, % at 8.33 µM; TRPV1-expressing cells, Fluo-8 calcium influx, agonist mode; Transient receptor potential cation channel subfamily V member 1 (Homo sapiens), Q8NER1; in the data active = activation above about 80%; inconclusive = between about 30% and that limit; note: 0% is about no effect
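Cells expressing TRPV1 were dye-loaded with Fluo-8 and read kinetically: 10 s baseline, 3 min after compound (agonist portion), then 2 min after EC20 capsaicin (allosteric enhancer portion). Calcium-bound dye fluorescence at 480/520 nm.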
KCNH2 WT inh: qHTS for Inhibitors of KCHN2 3.1: Wildtype qHTS; Voltage-gated inwardly rectifying potassium channel KCNH2 (Homo sapiens), Q12809; U2OS, BacMam KCNH2, thallium flux FluxOr; hits give low values; activity change, % at 1.84 µM; 340,000 tested, 0.37% active; AID 720551, 2013;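 active = maximum activity change below -70%; inconclusive = maximum activity change between -70% and -50%; inactive = maximum activity change above -50%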; note: % is set by controls: 0 for no effect and ±100 for the full control effect
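U2OS cells transduced with wild-type KCNH2 virus are loaded with FluxOr dye for 45 min, and thallium flux is measured in kinetic reads before and after stimulation buffer. Rate constants are normalized to DMSO controls.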
TSHR antagonist: Antagonists of the Thyroid Stimulating Hormone Receptor: HTS campaign; Thyrotropin receptor (Homo sapiens), P16473; TSHR-expressing cells, TSH-stimulated cAMP HTRF, 2 h; hits give low values; activity change, negative = inhibition, % at 11.5 µM; 330,000 tested, 0.2% active;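 active = activity change below a set negative limit, meaning inhibition stronger than a set level, cut at about -70% in these data; inconclusive = activity change between two set negative limits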; note: % is set by controls: 0 for no effect and ±100 for the full control effect
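Competitive HTRF cAMP read-out (cryptate anti-cAMP antibody, cAMP-d2; 30 min, room temperature) in freshly harvested TSHR cells. Compounds added before TSH at EC80 (4nM final), followed by 2 hours' incubation at 37 deg C.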
ELG1 repair inh: qHTS screen for small molecules that inhibit ELG1-dependent DNA repair in human embryonic kidney (HEK293T) cells expressing luciferase-tagged ELG1; AID 504467, 2011; 330,000 tested, 2.3% active; HEK293T ELG1-luciferase reporter, luminescence, 16 h; DNA damage induced by 5-fluorouridine; Potency, µM (titrated, usually from 46.1 µM), for the others: at the top dose activity change, negative = inhibition, hits mostly inhibitors; note: potency is the fitted concentration of half-maximal effect; % is set by controls: 0 for no effect and ±100 for the full control effect; nearly all actives have a fitted effect of over 55% in size
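HEK293T cells expressing luciferase-tagged ELG1 (2,000/well) received 5-Fluorouridine plus compound or DMSO for 16 hr at 37 °C. Luciferase was read by ONE-Glo luminescence after 30 min at room temperature.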
Eya2 phos inh: qHTS Assay for Inhibitors of the Phosphatase Activity of Eya2; Protein phosphatase EYA2 (Homo sapiens), O00167; recombinant Eya2, OMFP fluorescence dephosphorylation (OMFP is methylfluorescein phosphate); Potency, µM (titrated, usually from 76.9 µM), without a hit: at the top dose activity, negative = inhibition, most hits filed as inhibitors; 330,000 tested, 0.006% active; AID 488837, 2010; note: potency is the fitted concentration of half-maximal effect; % is set by controls: 0 for no effect and ±100 for the full control effect
Target sequence (O00167 whole entry, looked up): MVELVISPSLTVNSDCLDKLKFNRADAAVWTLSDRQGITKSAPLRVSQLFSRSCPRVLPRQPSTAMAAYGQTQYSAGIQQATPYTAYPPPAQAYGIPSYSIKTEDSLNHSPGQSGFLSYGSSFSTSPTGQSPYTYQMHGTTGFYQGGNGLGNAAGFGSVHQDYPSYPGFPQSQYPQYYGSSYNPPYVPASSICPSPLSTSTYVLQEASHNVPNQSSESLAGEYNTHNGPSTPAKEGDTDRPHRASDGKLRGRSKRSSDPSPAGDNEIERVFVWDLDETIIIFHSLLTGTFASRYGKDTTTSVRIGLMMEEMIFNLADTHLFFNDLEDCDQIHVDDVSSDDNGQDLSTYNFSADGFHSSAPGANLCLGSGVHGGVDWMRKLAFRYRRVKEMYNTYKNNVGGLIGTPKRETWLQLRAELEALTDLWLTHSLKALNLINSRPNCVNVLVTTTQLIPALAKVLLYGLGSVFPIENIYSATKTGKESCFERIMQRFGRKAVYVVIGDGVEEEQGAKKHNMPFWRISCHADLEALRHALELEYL
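Eya2 protein (added as 0.2 uM solution) was preincubated with compound for 10 min at ambient temperature in 50 mM HEPES pH 7.5, 50 mM NaCl, 5 uM MgCl2, 0.05% BSA, 1 mM DTT. OMFP (added at 50 uM) then reacted 10 min; fluorescence read at 485/525 nm.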
TCR act: Activators of T cell receptors: qHTS campaign. primary human leukocytes, anti-CD3, IL-2 HTRF, 48 h. Potency, µM (highest dose often 9.22 µM), inactives show at the top dose activation of IL-2 secretion, hits mostly activators. 330,000 tested, under 10 active. AID 504894, 2011; note: % of control where 0% means no effect
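Primary human leukocytes incubated 48 hr with anti-CD3 beads plus compound, without co-stimulation. Secreted IL-2 measured by HTRF (europium cryptate/d2 anti-IL-2 pair, 320 nm excitation, 665 nm emission).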
KCNH2 3.1 inh: qHTS for Inhibitors of KCHN2 3.1: Mutant qHTS | Potassium voltage-gated channel subfamily H member 2, brain isoform KCNH2 3.1 (human) | U2OS KCNH2 3.1, thallium flux FluxOr; hits give low values | activity change, % (tested at about 1.8 µM) | 340,000 tested, 0.95% active;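 active = maximum activity change below -70%; inconclusive = maximum activity change from -70% to -50%; inactive = maximum activity change above -50%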;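 note: thallium influx rate constant from kinetic fluorescence after stimulation buffer; % is set by controls: 0 for no effect and ±100 for the full control effect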
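Virally transduced U2OS (3.1 isoform, 4 h infection in dark at RT) → overnight 37 C → FluxOr + Red40 in HBSS/HEPES, 45 min → stimulation buffer, 2 min kinetic read → rate constant vs DMSO controls.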
AT treatment: qHTS Assay for Identifying a Potential Treatment of Ataxia-Telangiectasia. […] A-T fibroblasts, KAP-1 phosphorylation AlphaLISA; neocarzinostatin DNA damage 30 min before lysis. AID 485349, 2010. Potency, µM (highest dose often 57.5 µM), without a hit: at the top dose activation, hits mostly activators. 320,000 tested, 0.19% active; note: potency is the fitted concentration of half-maximal effect; % of control where 0% means no effect; nearly all actives have a fitted effect of over 45% in size
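ATM-like activity read as KAP-1 phosphorylation via AlphaLISA donor/acceptor antibody pairs after lysis and 6 hr at 25C. Cells were ATM-null patient fibroblasts ([…], hTERT), dosed 60 min, then exposed to the DSB inducer NCS for 30 min.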
USP2a block: qHTS Assay for Inhibitors of Ubiquitin-specific Protease USP2a Using CHOP2 as the Reporter. Ubiquitin carboxyl-terminal hydrolase 2 (Homo sapiens), O75604. USP2 core, Ub-CHOP2 coupled fluorogenic reporter, 485/531. Potency, µM (top dose mostly 38.3 µM), for the others: at the top dose activity change, negative = inhibition, usual class: inhibitors. 330,000 tested, 0.01% active. AID 463254, 2010;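 note: potency is the fitted concentration of half-maximal effect; plate controls were DMSO wells for no effect and full inhibition by NEM control for full effect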
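Cell-free coupled assay: 10nM USP2 core preincubated 30min RT with compound in Tris-HCl pH 8.0/CaCl2/CHAPS buffer, then 25nM Ub-CHOP2 and 25nM reporter substrate; fluorescence (Ex 485/Em 531) read after 60min RT, normalized to NEM inhibition, concentration-response curves fitted.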
The depositor's hits bear a star; ? = inconclusive; · = no result given; [ ] = another dose, or the depositor's remark. Unless noted, calls come from the whole dose curve; as a rule, active = well fitted curve in the direction sought with a large enough effect; inconclusive = small, poorly fitted or top-dose-only effect, or another doubt; inactive = no such curve, though single readings can be large; an effect the other way counts as inactive or inconclusive. An excerpt (hit frequency here may not be typical).

SMILES	Mito fusion act	TRPV1 agonist	KCNH2 WT inh	TSHR antagonist	ELG1 repair inh	Eya2 phos inh	TCR act	KCNH2 3.1 inh	AT treatment	USP2a block
CCOc1ccc(/C=N/NC(N)=S)cc1	-5%	-3	-9	-11	?	-15%	3%[46.1 µM]	-4	2%	1%
Nc1ccc(C(=O)N/N=C/c2cccc(Oc3ccccc3)c2)cc1	-3%	?	7	25	?	-15%	0%	-8	-2%	0%
Cc1ccc(C2CCN(C(=S)Nc3cccc(Cl)c3)C2)cc1 (centres undefined)	-5%	11	1	-10	5%	-4%	3%	-2	-4%	4%
Cn1c(-c2ccccc2)c[n+]2c1CCCCC2	7%	0	-12	4	4%	-6%	-2%	0	-2%	2%
COc1ccc(N2CCN(C(=O)c3cc(=O)c4cc(C)cc(C)c4o3)CC2)cc1	-11%	8	4	-16	?	-6%	-5%	-6	-40%	-1%
CCn1cc(C(=O)NCc2ccc(C)cc2)c(=O)c2cc(S(=O)(=O)N(C)C)ccc21	12%	-3	8	4	21µM*	7%	-6%	-20	?	0%
O=P(O)(O)c1cc(-c2ccccc2)oc1-c1ccccc1	1%	0	-8	-2	-8%	-2%	4%	-16	-7%	2%
CCCCN(C(=O)c1cc(-c2ccc(F)cc2)nc2ccccc12)c1c(N)n(CCCC)c(=O)[nH]c1=O	-1%	-2	10	-9	?	6%	6%	-6	5%	2%
O=C(c1cccs1)N1CCN(c2ncccn2)CC1	0%	1	-6	-8	8%	4%	-2%	7	-6%	1%
Cc1cc(C)cc(NC(=O)OCCN2CCN(Cc3ccccc3)CCC2=O)c1	4%	0	-7	2	?	1%	3%	-7	-1%	7%
Cc1ccc(C(=O)O)cc1-c1ccc(/C=C2\SC(=O)N(CC(=O)Nc3ccccc3)C2=O)o1	5%	1	0	-25	-13%	9%	-1%	-6	-2%	2%
COc1ccc(C(C)=O)cc1CN(C)C	2%	-1	-1	·	·	·	·	3	·	·
Cc1cc(C)cc(OCC(=O)OCC(=O)NCc2ccco2)c1	0%	-2	-1	-4	1%	6%	-1%	-6	·	2%
CC(C)C(NS(=O)(=O)c1cccc2nsnc12)C(=O)NCc1ccc2c(c1)OCO2 (centres undefined)	1%	2	-3	11	-1%	-9%	-16%	-5	10%	-8%
Cc1cccnc1NC(=O)Cn1nc([N+](=O)[O-])cc1C	-3%	0	-3	8	0%	7%	3%	4	1%	2%
COCCN(CC(=O)NCC1CCCO1)C(=O)CCC(=O)Nc1cc(C)ccn1 (centres undefined)	-2%	2	4	29	16%	1%	-6%[46.1 µM]	-3	·	2%
O=C(NCc1ccccc1Cl)C1CCC(=O)N(C2CCCC2)C1 (centres undefined)	2%	4	1	10	11%	4%	0%	8	8%	3%
COc1ccc(C(NC(=O)C(C)C)c2c(O)ccc3ccccc23)cc1OC (centres undefined)	-9%	2	13	-11	2%	-2%	-1%[46.1 µM]	0	-1%	0%
CSCCC(NS(=O)(=O)c1ccc(Cl)cc1)C(=O)OCC(=O)NC1CCCCC1 (centres undefined)	0%	7	0	0	4%	13%	-16%	-14	-1%	0%
Cc1cc(OC(=O)c2cccs2)ccc1C(C)C	1%	6	3	-2	5%	1%	1%	·	·	2%

The closing two compounds of the part before come first, to join the parts.
SMILES	Mito fusion act	TRPV1 agonist	KCNH2 WT inh	TSHR antagonist	ELG1 repair inh	Eya2 phos inh	TCR act	KCNH2 3.1 inh	AT treatment	USP2a block
CSCCC(NS(=O)(=O)c1ccc(Cl)cc1)C(=O)OCC(=O)NC1CCCCC1 (centres undefined)	0%	7	0	0	4%	13%	-16%	-14	-1%	0%
Cc1cc(OC(=O)c2cccs2)ccc1C(C)C	1%	6	3	-2	5%	1%	1%	·	·	2%
Cc1nc(SC(C)C(=O)Nc2c(C)n(C)n(-c3ccccc3)c2=O)nc(C)c1C (centres undefined)	-2%	1	-2	6	22%	5%	0%	1	2%	1%
COc1cccc(CC(NC(C)=O)C(=O)NC2CCN(C(=O)c3ccc(Cl)cc3)CC2)c1OC (centres undefined)	0%	1	0	5	-3%	18%	-4%	2	9%	0%
Nc1nonc1-c1nc2ccccc2n1CC(=O)N/N=C\c1ccc(-c2ccc(Cl)cc2)o1	-3%	3	6	-13	16%	6%	-1%	5	4%	2%
Cn1c(=O)c(C(=O)NCc2ccccc2Cl)c(O)c2ccccc21	-3%	3	0	6	16%	-4%	1%	-2	3%	1%
CC1CCN(C(=O)COC(=O)c2ccc(Cl)nc2)CC1	·	·	4	-8	?	4%	-3%	2	1%	2%
CCCCN(C(=O)c1cc2c(s1)CCCCC2)c1c(N)n(CCC)c(=O)[nH]c1=O	-1%	-1	-10	-3	16%	19%	10%	1	3%	2%
CC(=O)NNC(=O)CCn1nnc2ccccc21	-4%	0	-9	1	1%	5%	3%	-5	0%	-1%
CCOC(=O)C1CCCN(C(=O)c2cc(S(=O)(=O)N3CCCCCC3)ccc2OC)C1 (centres undefined)	-1%	4	15	-10	4%	7%	-4%	12	2%	-1%
O=C(O)c1ccc(OC2CSC2)cc1	-3%	0	-16	9	4%	6%	-3%	-3	·	1%
COc1ccc(S(=O)(=O)N2CCN(CC(=O)NCC3(N4CCOCC4)CCCCC3)CC2)cc1	-2%	5	1	10	3%	26%	2%	-10	6%	0%
O=C(CSCc1ccc(F)cc1)NC1CCCC1	1%	4	-16	8	?	0%	0%	-3	6%	3%
CCN(CC)C(=O)C1CCCN(Cc2sccc2C)C1 (centres undefined)	-2%	-3	5	-8	-5%	-40%	-3%	2	·	0%
NC(=O)c1c(NC(=O)c2cccnc2)sc2c1CCCCC2	0%	-7	0	6	?	-5%	-1%	50	2%	0%
COc1cccc(/C=C/C(=O)OCC(=O)NCCC2=CCCCC2)c1OC	·	·	5	-10	10%	-24%	-19%	-17	4%	4%
COC(=O)C1CCN(Cc2cc(=O)oc3cc(OC)ccc23)CC1	-1%	1	13	2	?	-14%	-1%	-2	-1%	1%
Cc1ccc(NC2OC(CO)C(O)C(O)C2O)cc1 (centres undefined)	3%	4	-15	17	5%	-25%	-3%	-8	2%	2%
O=C(N/N=C/c1ccc(OC(=O)c2ccccc2)cc1)c1ccc(CN2CCOCC2)cc1	2%	1	-1	10	14%	7%	2%	-20	1%	1%
CC(C)(SC(=S)N1CCCCCC1)C(=O)O	0%	1	-2	11	11%	-2%	-5%	4	2%	-1%
CC(C)CC(NC(=O)c1ccco1)C(=O)Nc1ccc2c(c1)OCCO2 (centres undefined)	-4%	?	2	-2	?	18%	4%	32	-4%	2%
O=C(NCc1ccccc1)c1ccc(CN2CCOCC2)cc1	?	2	-16	12	0%	4%	-11%	2	10%	1%
O=C(CSc1nc2c(oc3ccccc32)c(=O)n1CC1CCCO1)NCc1ccc(F)cc1 (centres undefined)	4%	?	6	1	7%	15%	7%	-40	0%	2%
O=C(CSc1nc(C2CC2)nc2ccccc12)Nc1ccccc1N1CCOCC1	18%	17	-12	-5	?	-15%	-2%	-1	10%	10%
O=C(Nc1nnc(SCC(=O)N2CCCC2)s1)C1CC(=O)N(c2ccc(F)cc2)C1 (centres undefined)	-1%	-7	3	28	13%	7%	2%	·	2%	?
CC(CCc1ccccc1)NC(=O)c1cccc([N+](=O)[O-])c1 (centres undefined)	-1%	22	3	3	0%	1%	4%[46.1 µM]	-8	13%	-2%
O=C(Cn1cnc2ccccc21)OCC(=O)N1CCc2ccccc2C1	2%	0	-8	5	7%	1%	0%	-4	11%	1%
CN(C)S(=O)(=O)c1ccc(NC(=O)CN2CCCc3ccccc32)cc1	?	4	-1	-4	-2%	6%	-2%	20	-2%	-1%
O=C(NCCC1=CCCCC1)c1ccc(-n2cncn2)c([N+](=O)[O-])c1	10%	-1	-1	7	11%	-9%	0%	28	6%	-2%

Screening data deposited in PubChem by National Center for Advancing Translational Sciences (NCATS).
